# HTRA1 inh: HTRA1 (human) protease inhibition; inhibition, % at 5.96 µM; AID 504803; 340,000 compounds, 0.5% hits; recombinant HTRA1, FP-rhodamine activity-based probe, fluorescence polarization; Q92743; in the data active = inhibition above about 36%;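 also: 0% = enzyme with DMSO and 100% = wells lacking enzyme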
# Target sequence (Q92743 whole entry, looked up): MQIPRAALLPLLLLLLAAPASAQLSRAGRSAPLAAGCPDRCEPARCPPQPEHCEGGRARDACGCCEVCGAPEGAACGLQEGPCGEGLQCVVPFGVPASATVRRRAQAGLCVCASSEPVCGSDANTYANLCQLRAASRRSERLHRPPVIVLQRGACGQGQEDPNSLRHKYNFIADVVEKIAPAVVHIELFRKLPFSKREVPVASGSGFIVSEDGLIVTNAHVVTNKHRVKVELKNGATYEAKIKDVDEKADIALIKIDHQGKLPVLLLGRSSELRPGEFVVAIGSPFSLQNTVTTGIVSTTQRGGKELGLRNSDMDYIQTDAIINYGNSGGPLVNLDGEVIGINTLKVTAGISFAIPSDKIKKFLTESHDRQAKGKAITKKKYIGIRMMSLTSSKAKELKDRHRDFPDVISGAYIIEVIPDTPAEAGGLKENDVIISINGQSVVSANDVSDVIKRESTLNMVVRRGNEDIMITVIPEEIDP
# PG9 binder: PG9 antibody binding by small molecule; TR-FRET gp120-PG9 antibody binding; inhibition, % at 6.7 µM; 360,000 compounds, 0.43% hits; AID 624416; in the data active = inhibition above about 8.5%
# Tn7 DDE FP: DD(E)-Tn7 binding inhibition, primary FP screen; FP displacement of FITC-Tn7 peptide from fibrin DD(E); 0% = median of compound wells per plate; inhibition, % at 8.3 µM; P02675; 370,000 compounds, 0.13% hits;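 active = inhibition above the mean of compounds falling within the control limits plus 3 SD of them, cut at about 14% in these data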;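 also: 0% = plate median of compound wells and 100% = 10 µM Aha-Tn7 peptide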
# Target sequence (P02675 whole entry, looked up): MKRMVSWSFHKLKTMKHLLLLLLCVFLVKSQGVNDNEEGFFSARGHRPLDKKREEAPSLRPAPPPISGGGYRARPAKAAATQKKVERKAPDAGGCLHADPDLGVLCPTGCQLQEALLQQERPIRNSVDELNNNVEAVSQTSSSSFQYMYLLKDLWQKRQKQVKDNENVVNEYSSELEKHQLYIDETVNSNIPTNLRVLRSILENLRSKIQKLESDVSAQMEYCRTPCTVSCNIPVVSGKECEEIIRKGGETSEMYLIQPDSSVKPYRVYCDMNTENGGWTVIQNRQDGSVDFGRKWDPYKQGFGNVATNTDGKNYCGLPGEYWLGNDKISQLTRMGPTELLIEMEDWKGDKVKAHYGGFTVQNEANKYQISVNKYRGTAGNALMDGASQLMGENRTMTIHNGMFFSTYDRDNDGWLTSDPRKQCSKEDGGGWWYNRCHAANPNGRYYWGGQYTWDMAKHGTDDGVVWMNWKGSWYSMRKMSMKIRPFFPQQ
#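 Test system: human clot-derived fibrin DD(E) complex / Quantity: 2 µM final DD(E) protein / Incubation: 10 min plus 3 h, room temperature / Measured by: fluorescence polarization / Benchmarks: high control of 10 µM Aha-Tn7 peptide / Replicates: singlicate testing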
# mABHD4 FP: ABHD4 (mouse) inhibition, primary FP screen; Q8VD66; purified mABHD4, FP-Rh probe fluorescence polarization; inhibition, % at 8.92 µM; 370,000 compounds, 0.54% hits;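 active = inhibition exceeding the mean over every tested compound plus 3 SD, cut at about 30% in these data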;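 also: 0% = plate median of compound wells and 100% = S159A mutant with DMSO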
#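 Assay system: Wild-type mouse ABHD4 protein | Medium: HEPES pH 7.0 buffer, 150 mM NaCl, 0.01% Pluronic F-127 | Incubation: Enzyme–compound pre-incubation 45 min, then probe 60 min, both 25 °C | Technique: Fluorescence polarization with parallel and perpendicular emission, 525/598 nm | Evaluation: % inhibition of FP-Rh probe binding versus controls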
# UHRF1 MBD2 ctr: human UHRF1 methylated DNA binding inhibitors; 370,000 compounds, 0.75% hits; Q96T88; inhibition, % at 4.4 µM; UHRF1 binding to methylated oligo, TR-FRET; AID 687016; in the data active = inhibition above about 21%;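 also: UHRF1 SRA domain binding a hemimethylated CpG hairpin DNA probe; 0% = median of test compound wells and 100% = reference inhibitor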
# PRMT1 inh: blocks human protein arginine methyltransferase 1. Q99873. recombinant PRMT1, activity-based probe fluorescence polarization. inhibition, % at 2.79 µM. 370,000 compounds, 1.3% hits. AID 652257;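 active = inhibition above about 21% made by adding two undisclosed values, limit read from the data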
# LEDGF integ inh: blocks HIV-1 LEDGF/p75-dependent DNA integration; TR-FRET IN-LEDGF/p75 DNA integration, Eu/Cy5; inhibition, % at 3.7 µM; 370,000 compounds, 0.64% hits;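 active = inhibition above the screen-wide mean plus 3 SD, cut at about 13% in these data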;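 also: signal is the Cy5 over europium emission ratio at 671 and 618 nm; 0% = plate median of compound wells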
# TCR CD3 inh: inhibitors of human TCR-CD3 interaction | TAMRA-labeled TCR probe fluorescence, biochemical | inhibition, % at 9.4 µM | 360,000 compounds, 0.37% hits | AID 651800; in the data active = inhibition above about 19%;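 also: recombinant mutant TCR 2C K166C tagged with TAMRA read by polarization; 0% = receptor in buffer alone and 100% = receptor with positive control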
# TDP2 inh: TDP2 (human) inhibition, absorbance primary screen; O95551; recombinant TDP2, T5PNP hydrolysis, p-nitrophenol absorbance 415 nm; inhibition, % at 12.8 µM; 370,000 compounds, 0.34% hits; AID 720702;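 active = inhibition above the mean of all tested compounds plus 3 SD, set per campaign, cut at about 25% in these data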;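 also: 0% = DMSO with enzyme and 100% = buffer with substrate but no TDP2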
#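 Assay system: recombinant human TDP2 / Reagent: T5PNP substrate at 5 mM, a TopII-DNA adduct mimic / Measured by: epi absorbance from released p-nitrophenol / Evaluation: % inhibition relative to enzyme-containing and enzyme-free wells / Control set: enzyme-free and DMSO wells / Replicates: each compound tested once, singlicate / Schedule: enzyme reaction with compound for 2 h at 37 °C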
# SIAE inh: human SIAE inhibition, primary screen | AID 1053197 | inhibition, % at 9.66 µM | 370,000 compounds, 0.69% hits | SIAE FP-Rh probe binding, fluorescence polarization;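 active = inhibition above a cutoff: mean of compounds within the control limits plus 3 SD of those, cut at about 17% in these data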;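 also: 0% = plate median of compound wells and 100% = probe without SIAE protein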
# Numbers without * were called inactive; / = no result given.
No.	SMILES	mABHD4 FP	LEDGF integ inh	Tn7 DDE FP	UHRF1 MBD2 ctr	HTRA1 inh
1	Cn1cnc(S(=O)(=O)NC2CCN(Cc3ccccc3)CC2)c1	4	-1	6	-2	3
2	COc1cccc(/C=C2\C(=O)C(=O)c3ccccc32)c1	11	-2	0	-12	-1
3	Cn1c(=O)c2c(nc(CN3CCc4ccccc4C3)n2CC(=O)c2ccccc2)n(C)c1=O	3	1	-5	-4	-8
4	CN1C(=O)N(CC(=O)N2CCN(S(=O)(=O)/C=C/c3ccccc3)CC2)C(=O)C12CCCCC2	-13	1	-1	2	3
5	CC(=O)Nc1ccc(S(=O)(=O)N2CCCC2C(=O)Nc2ccc3c(c2)OCCO3)cc1 (centres undefined)	-1	1	-2	1	-3
6	O=C(Nc1nc2ncccn2c1-c1ccc(F)c(F)c1)c1ccc(F)cc1	-1	6	-7	-2	/
7	COCCNC(=O)C1(C)CCCN(C(=O)c2cccc3ccccc23)C1 (centres undefined)	2	-4	7	-1	/
8	COCCNC(=S)N(Cc1cccnc1)Cc1ccc(OC)c(OC)c1	0	0	-1	4	-4
9	Cc1cc(F)ccc1C(O)c1ncc(-c2cccc(OCc3ccccc3)c2)[nH]1 (centres undefined)	-18	-4	7	0	/
10	COCCCNC(=O)c1ccc(Cn2c(=O)[nH]c3ccccc3c2=O)cc1	-2	0	-3	3	11

No.	PRMT1 inh	TDP2 inh	TCR CD3 inh	PG9 binder	SIAE inh
1	3	4	-1	1.7	4
2	9	14	-2	0.0	6
3	-2	-3	2	0.0	3
4	5	-4	6	0.0	8
5	-9	4	2	-1.2	3
6	-5	1	/	/	-1
7	0	2	-8	4.1	8
8	6	7	-4	-0.5	0
9	-5	-4	7	-2.1	0
10	-1	0	-1	-2.1	0

# Brought forward from above: five entries, followed by the next part.
No.	SMILES	mABHD4 FP	LEDGF integ inh	Tn7 DDE FP	UHRF1 MBD2 ctr	HTRA1 inh
6	O=C(Nc1nc2ncccn2c1-c1ccc(F)c(F)c1)c1ccc(F)cc1	-1	6	-7	-2	/
7	COCCNC(=O)C1(C)CCCN(C(=O)c2cccc3ccccc23)C1 (centres undefined)	2	-4	7	-1	/
8	COCCNC(=S)N(Cc1cccnc1)Cc1ccc(OC)c(OC)c1	0	0	-1	4	-4
9	Cc1cc(F)ccc1C(O)c1ncc(-c2cccc(OCc3ccccc3)c2)[nH]1 (centres undefined)	-18	-4	7	0	/
10	COCCCNC(=O)c1ccc(Cn2c(=O)[nH]c3ccccc3c2=O)cc1	-2	0	-3	3	11
11	CCN(CC)S(=O)(=O)N1CCC(C(=O)NCCC2=CCCCC2)CC1	3	1	-4	-1	2
12	Nc1ncc(Br)cc1S(=O)(=O)NC1CCCCC1	-11	-2	4	5	-1
13	CC(=O)c1ccc(OCc2cc(C(=O)N(C)C(C)c3ccon3)no2)cc1 (centres undefined)	-4	0	-1	-1	0
14	Cc1ccc(CN2CCN(Cc3ccc(OC(C)C)cc3)CC2CCO)o1 (centres undefined)	-3	2	-6	2	-3
15	Cc1ccc(F)cc1NC(=O)CSCc1nc2sc(C)c(C)c2c(=O)[nH]1	6	0	4	-4	-9
16	COc1cc2cc(C(=O)O)n(C)c2c(OC)c1OC	2	0	-8	1	4
17	O=S1(=O)c2ccc(N3CCSCC3)cc2Oc2ccccc2CN1Cc1cn(Cc2cccc(F)c2)nn1	2	-4	-1	2	/
18	O=C(CC[C@H]1O[C@@H](n2ccc(=O)[nH]c2=O)[C@H](O)[C@@H]1O)NCc1ccco1	-1	3	-4	0	/
19	CCOC(=O)C(=O)N1CCC(C(=O)NC2CCCc3ccccc32)CC1 (centres undefined)	5	1	3	-1	/
20	O=C(O)CC1S/C(=N/N=C/c2ccc([N+](=O)[O-])cc2)N(c2ccc(O)cc2)C1=O (centres undefined)	-6	1	-1	5	-3

No.	PRMT1 inh	TDP2 inh	TCR CD3 inh	PG9 binder	SIAE inh
6	-5	1	/	/	-1
7	0	2	-8	4.1	8
8	6	7	-4	-0.5	0
9	-5	-4	7	-2.1	0
10	-1	0	-1	-2.1	0
11	-5	-14	7	-1.4	-7
12	7	-12	-7	-0.1	-5
13	2	11	8	-0.6	2
14	-7	-13	4	-1.6	10
15	34*	5	9	-0.7	6
16	-1	-2	2	-1.3	2
17	0	3	/	/	-7
18	-5	0	-1	-0.1	-1
19	3	4	/	/	4
20	4	0	-10	1.6	-6

# Additional results follow:
No.	SMILES	mABHD4 FP	LEDGF integ inh	Tn7 DDE FP	UHRF1 MBD2 ctr	HTRA1 inh
21	O=C1CCCCC1C(O)(C(=O)c1ccccc1)c1ccccc1 (centres undefined)	3	0	1	1	-3
22	O=C(/C=C/c1ccc(S(=O)(=O)N2CCOCC2)cc1)OCC(=O)c1ccc([N+](=O)[O-])cc1	2	3	1	-1	0
23	CCCC(NC(=O)C(C)NC(=O)CO/N=C1\C=C2CCC3C4CCC(C(C)=O)[C@@]4(C)CCC3[C@@]2(C)CC1)C(=O)O (some centres undefined)	-1	2	5	1	-8
24	COc1ccc(CC2(CO)CCN(C(C)COc3ccccc3)CC2)cc1 (centres undefined)	-9	4	-6	5	-2
25	Cc1ccn2c(=O)nc(SCC(=O)NCc3ccc4c(c3)OCO4)nc2c1	5	2	9	-1	-2
26	CCCN1C(=O)c2cccc3c(N4CCCCC4)ccc(c23)C1=O	11	3	16*	-16	-4
27	O=C(NCc1ccccc1F)C1CCN(C(=O)Nc2ccc(F)cc2)CC1	3	-2	-4	2	0
28	CCN(CC(=O)Nc1ccc(OC)cc1)C(=O)c1ccccc1Sc1ccccc1C#N	-1	-7	10	3	-10
29	CCNC(=O)Nc1ccc2c(c1)c(=O)n(C)n2CC=C(C)C	-1	0	4	1	/
30	COC(=O)C1=C(C)N(Cc2ccccc2C(F)(F)F)C(=NCc2cccc(C(F)(F)F)c2)NC1CCc1ccccc1 (centres undefined)	18	-2	3	1	/

No.	PRMT1 inh	TDP2 inh	TCR CD3 inh	PG9 binder	SIAE inh
21	2	3	1	-0.6	-5
22	2	4	7	-2.0	2
23	1	6	5	2.5	-2
24	-7	-8	-4	-4.1	-8
25	1	22	3	-0.6	8
26	84*	-6	-8	-0.3	20*
27	-5	-14	2	-0.5	1
28	3	10	-9	0.6	-2
29	5	-5	-9	0.5	-5
30	-1	-1	-4	0.9	-2

# Taken from above:
# Value for entry 26 under PG9 binder: -0.3
# Value for entry 24 under TDP2 inh: -8

# The list goes on:
No.	SMILES	mABHD4 FP	LEDGF integ inh	Tn7 DDE FP	UHRF1 MBD2 ctr	HTRA1 inh
31	O=c1[nH]nc(SCc2ccccc2)n1C1CC2C=CC1C2 (centres undefined)	1	1	-11	-1	-3
32	O=C(NC(=S)N1CCOCC1)c1ccc(F)cc1	2	3	4	1	2
33	CCOc1ccc(NC(=O)CN(C)C(=O)c2ccc(OCC3CCCO3)cc2)cc1OCC (centres undefined)	1	1	9	-1	1
34	CC1(c2ccccc2)NC(=O)N(CC(=O)NCC2CCCO2)C1=O (centres undefined)	4	0	0	0	3
35	O=C(CN1CCN(c2ccccn2)CC1)Nc1ccc(Br)cc1	-2	3	-5	0	5
36	O=C(CC1(CC2=NS(=O)(=O)c3ccccc3N2)CCCC1)NCCc1ccccc1	-3	-2	-3	0	-20
37	COc1ccccc1-n1c(SCC(=O)Nc2ccc(Br)cc2)nc(O)cc1=O	-73	5	7	-2	-63
38	CCCc1ncc(C(O)c2ccc(OC)cc2)n1C (centres undefined)	4	3	1	0	4
39	CC(C)(C)NC(=O)c1nn(Cc2ccccc2)c(=O)c2ccccc12	-3	1	-7	4	-1
40	O=C(NCC1CCCO1)C(c1cccs1)N(Cc1cccs1)C(=O)c1ccc(-c2ccccc2)[nH]1 (centres undefined)	-6	0	0	-2	-42

No.	PRMT1 inh	TDP2 inh	TCR CD3 inh	PG9 binder	SIAE inh
31	0	-5	4	0.0	-2
32	2	13	4	-2.1	5
33	-3	20	2	0.0	2
34	1	4	-6	-0.2	3
35	-1	-5	-3	-1.4	9
36	2	4	3	-0.4	-2
37	9	-12	-9	-0.2	-7
38	-7	3	-3	-0.6	3
39	-2	-8	0	-3.2	1
40	-3	4	4	-0.2	-5

# Further structures.
No.	SMILES	mABHD4 FP	LEDGF integ inh	Tn7 DDE FP	UHRF1 MBD2 ctr	HTRA1 inh
41	O=C(NCCc1nnc2ccc(SCC(=O)N3CCCC3)nn12)c1ccccc1	-1	-1	-1	-4	3
42	CC(C)[C@@H](NC(=O)OC(C)(C)C)c1cc(C(=O)c2c(-c3ccccc3)[nH]c3ccccc23)c(N)s1	-6	-4	4	2	/
43	COc1cc(CN2CCCC(N3CCN(c4ccc(F)cc4)CC3)C2)ccc1F (centres undefined)	1	5	6	-1	5
44	Cc1ccc(N2C(=O)C(c3c(C)[nH]n(-c4ccccc4)c3=O)(C(F)(F)F)C3=C2CC(C)(C)CC3=O)cc1 (centres undefined)	0	-2	3	1	-18
45	N#Cc1cccc(CN2CCC(=O)N(CCO)CC2)c1	1	-1	7	-2	-3
46	COc1ccc(CCN(C)Cc2c(O)ccc3cc(Br)ccc23)cc1OC	-8	-3	3	0	-5
47	CN(/N=C\c1ccc(O)c(O)c1)c1nc(-c2ccccc2)cc(-c2ccccc2)n1	34*	-4	2	0	39*
48	COc1cccc(-c2coc3c(C)c4oc(=O)c(CC(=O)O)c(C)c4cc23)c1	-5	-1	-10	-2	-3
49	COc1ccc(S(=O)(=O)N2CCCC(C(=O)NCc3cccnc3)C2)cc1C (centres undefined)	1	2	-9	1	9
50	Cc1ccc(S(=O)(=O)Nc2ccncc2)c(C)c1N(C)S(=O)(=O)c1ccc(Cl)cc1	1	-6	4	2	-4
51	Cc1ccc(C(=O)OCC(=O)N2CCc3ccccc32)cc1	-7	1	1	-3	-4

No.	PRMT1 inh	TDP2 inh	TCR CD3 inh	PG9 binder	SIAE inh
41	-4	16	-2	-2.7	-1
42	23*	-2	-1	-1.0	-6
43	-3	7	10	-2.1	2
44	-1	3	5	-0.8	5
45	0	11	6	-1.3	8
46	7	-9	0	-1.4	0
47	-1	-1	2	-1.6	35*
48	1	4	1	-2.2	-15
49	-3	-14	6	-0.1	-7
50	4	1	4	0.8	-11
51	0	5	5	-0.5	0

# From no. 41 to 42, copied from above:
No.	SMILES	mABHD4 FP	LEDGF integ inh	Tn7 DDE FP	UHRF1 MBD2 ctr	HTRA1 inh
41	O=C(NCCc1nnc2ccc(SCC(=O)N3CCCC3)nn12)c1ccccc1	-1	-1	-1	-4	3
42	CC(C)[C@@H](NC(=O)OC(C)(C)C)c1cc(C(=O)c2c(-c3ccccc3)[nH]c3ccccc23)c(N)s1	-6	-4	4	2	/

No.	PRMT1 inh	TDP2 inh	TCR CD3 inh	PG9 binder	SIAE inh
41	-4	16	-2	-2.7	-1
42	23*	-2	-1	-1.0	-6

# High-throughput results as filed in PubChem BioAssay.
